ERK EGF inh: qHTS Assay for Inhibitors of the ERK Signaling Pathway using a Homogeneous Screening Assay; Stimulation with EGF | HEK293-V1b, EGF-stimulated phospho-ERK AlphaScreen | Potency, µM (top dose mostly 11.5 µM), inactives show at the top dose activity change, negative = inhibition, most hits filed as inhibitors | actives 0.41% (n = 130,000); active means well fitted inhibition curve with a large enough effect; inconclusive means small, poorly fitted or top-dose-only effect, or effect the other way;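 further: plate controls were stimulated vehicle wells for no effect and unstimulated vehicle basal for full effect; nearly all actives have a fitted effect of over 55% in size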
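HEK293 cells stably expressing V1b receptor, serum-reduced (1% FBS) overnight, got compound for 30 min at 37C, then 25 nM EGF for 5 min. Lysate phospho-ERK read by AlphaScreen SureFire; AC50 from Hill fits.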
An asterisk follows results filed as active; ? = inconclusive; [ ] = dose if it differs, or a comment. Potency means the concentration at half of the fitted maximal effect. Only part of the results is shown, so the mix of outcomes need not match the whole.

SMILES	ERK EGF inh
Cc1c(N2C(=O)/C(=C/C3CC=CCC3)SC2=S)c(=O)n(-c2ccccc2)n1C (stereo not drawn)	1.1%[57.5 µM]
Cc1ccc(N2C(=O)C3C4C=CC(CNC(=S)N5CCN(c6cccc(C)c6)C(C)C5)(O4)C3C2=O)cc1 (stereo not drawn)	-7.6%
COc1ccc(N2C(=O)CC(Sc3nc4c(cc3C#N)CCC4)C2=O)cc1 (stereo not drawn)	4.6%
COc1ccc(COCCN2CCN(S(=O)(=O)c3ccc(C)cc3)CCC2=O)cc1	-14.2%
Cc1cccc(NC(=S)NCCc2ccccc2)n1	-3.5%
O=C(NCCCNc1ccc([N+](=O)[O-])cc1Cl)c1ccccc1F	-4.4%
O=c1c2ccccc2ncn1Cc1ccccc1	-17.8%[57.5 µM]
CCNC(=S)SCCOc1ccc(C)cc1	8.1%
N=C1SCC(=O)N1c1ncc(Cc2cccc(Cl)c2)s1	0.9%
CCC(C(=O)OCC(=O)Nc1ccc(C(=O)Nc2ccc(OC)cc2)cc1)c1ccccc1 (stereo not drawn)	-8.9%
Cc1ccc(-c2nc3ncccc3o2)cc1NC(=O)c1cccs1	-2.5%
Cn1nccc1NS(=O)(=O)c1ccc(NC(=O)C(F)(F)F)cc1	0.0%[57.5 µM]
CCCCCn1c(=O)c(C(=O)OCC)c(Cl)c2ccccc21	6.6%[57.5 µM]
CC(C)CSc1nc2ccccc2n1CC(=O)O	13.1%
C[C@H](NC(=O)Nc1ccccc1F)C(=O)O	-20.1%[57.5 µM]
CN(C)CC1CCCCC1OC(=O)c1ccc(Cl)cc1Cl (stereo not drawn)	-13.0%
COc1ccc(O)c(C(=O)c2cnn(-c3ccccn3)c2)c1	-2.6%
Cc1cccc(Oc2ncnc(N)c2[N+](=O)[O-])c1C	7.7%
S=C(NN=C1CCN(Cc2ccccc2)CC1)NC1CCCCC1	-2.1%
O=C(O)CCN=Cc1c(O)c2ccccc2oc1=O	4.1%
COC(=O)c1c(OC)cc2c(c1C)Oc1c(Cl)c(O)c(Cl)c(C)c1C(=O)O2	-7.8%
CC(=O)O[C@H]1C2OC(=O)C(C)=C2[C@@H]2OC(=O)[C@]3(CCC4OC41C)OC23 (stereo partly drawn)	6.3%
CSc1ccc(/C=N/N2CCN(Cc3ccccc3Cl)CC2)cc1	?
CC(C)NC(=O)C1COc2ccccc2O1 (stereo not drawn)	-2.9%
CSC1=NC(C)(C)C=C(/C=C/c2ccc(Cl)cc2Cl)N1	-4.6%

Four of the entries above in order of their number in ERK EGF inh, descending:
molecule | ERK EGF inh
CC(=O)O[C@H]1C2OC(=O)C(C)=C2[C@@H]2OC(=O)[C@]3(CCC4OC41C)OC23 (stereo partly drawn) | 6.3%
O=C(O)CCN=Cc1c(O)c2ccccc2oc1=O | 4.1%
CN(C)CC1CCCCC1OC(=O)c1ccc(Cl)cc1Cl (stereo not drawn) | -13.0%
COc1ccc(COCCN2CCN(S(=O)(=O)c3ccc(C)cc3)CCC2=O)cc1 | -14.2%

Retrieved by compound from the list above (three):
SMILES	ERK EGF inh
CC(=O)O[C@H]1C2OC(=O)C(C)=C2[C@@H]2OC(=O)[C@]3(CCC4OC41C)OC23 (stereo partly drawn)	6.3%
CSc1ccc(/C=N/N2CCN(Cc3ccccc3Cl)CC2)cc1	?
CN(C)CC1CCCCC1OC(=O)c1ccc(Cl)cc1Cl (stereo not drawn)	-13.0%

Next part:
SMILES	ERK EGF inh
O=C(O)/C(=C\c1cccs1)c1ccccc1	3.8%
COC(=O)C1=C(C)N(Cc2ccco2)C(=O)/C1=C\c1ccc([N+](=O)[O-])cc1	8.7%[57.5 µM]
CCCCN(C)C(=O)c1nc2ccccn2c1CNCCCn1nnc2ccccc21	2.1%
O=C(CCc1ccccc1)NN1C(=O)C2C3C=CC(C3)C2C1=O (stereo not drawn)	-2.6%
CC/C=C\C[C@H]1C(=O)CC[C@@H]1CC(=O)O	-1.6%
COc1ccc(C2C(C(=O)Nc3cccc(OC)c3)c3ccccc3C(=O)N2C)cc1 (stereo not drawn)	9.0%
COc1ccc(-c2nn(CCC(=O)O)cc2/C=C2\SC(N)=NC2=O)cc1	3.9%
O=C(Nc1ccc(C(=O)O)cc1)/C(=C\C=C\c1ccccc1)NC(=O)c1ccc(Br)cc1	-3.6%
CCCCNCC(O)(c1ccc(Cl)cc1)c1ccc(Cl)cc1	4.9%
CCN(CC)S(=O)(=O)c1ccc(C2=NOC3(C2)N(C)c2ccccc2C3(C)C)cc1 (stereo not drawn)	-1.9%
O=C1NCCN/C1=C\C(=O)c1ccc(F)cc1	5.8%[57.5 µM]
N#C/C(=C\c1c(N(Cc2ccccc2)Cc2ccccc2)nc2ccccn2c1=O)C(N)=O	-4.5%
O=C(Nc1ccccc1-c1ccccc1)C(=O)Nc1ccccc1-c1ccccc1	-15.3%[57.5 µM]
COCCn1c(C)cc(C2=NNC(=NC3CC3)SC2)c1C	-8.8%
CCN1CCN(C(=O)c2ccc3c(=O)n(CCC4=CCCCC4)c(=O)[nH]c3c2)CC1	-7.1%
Cc1cc(C)nc(/N=C(\N)Nc2ccc(OCc3ccccc3)cc2)n1	-4.6%
CC(=O)C1=C(C)NC(SCC(N)=O)=C(C#N)C1c1ccco1 (stereo not drawn)	0.7%
O=C(O)c1cccc(NC(=O)c2cccc(S(=O)(=O)N3CCc4ccccc4C3)c2)c1	-4.4%
Cc1ccc(-c2noc(-c3ccno3)n2)cc1	-4.1%[57.5 µM]
Nc1ncnc(Sc2ccccc2)c1[N+](=O)[O-]	7.0%
COc1cc(C(=O)OCC(=O)NC2CCS(=O)(=O)C2)c([N+](=O)[O-])cc1OC (stereo not drawn)	-3.6%
CN1/C(=C/C(=O)c2ccc(Cl)cc2)Sc2cc3c(cc21)OCO3	?
COc1ccc(N2CC(C(=O)Nc3cc(C)ccn3)CC2=O)cc1 (stereo not drawn)	5.5%[57.5 µM]
Cc1cc(C)n(C2CC(=O)N(c3ccc(Cl)c(Cl)c3)C2=O)n1 (stereo not drawn)	-8.1%[57.5 µM]
Cc1ccc(/C=C/C(=O)c2ccccc(=O)c2O)cc1C	0.7%
Additional structures:
SMILES	ERK EGF inh
Cc1ncc(CO)c(/C=N/NC(=O)c2cc(Br)ccc2O)c1O	-2.3%
O=C(NNc1nc(-c2ccccc2)c2cc(Br)ccc2n1)c1ccc(S(=O)(=O)N2CCOCC2)cc1	-2.7%
COc1ccc(C(=O)c2c[nH]cc2-c2ccccc2)cc1	6.2%
CCOP(=O)(OCC)C(NC(=O)Nc1c(C)cc(C)cc1C)c1ccccc1 (stereo not drawn)	15.5%
Cc1n[nH]c(=S)n1-c1cccc(Cl)c1	7.6%
COc1ccc(C(=O)Nc2sc(C)c(C)c2CN2CCOCC2)cc1	1.2%
CCOCCCNc1nc2nc3ccc(C)cn3c(=O)c2cc1C(=O)NCC1CCCO1 (stereo not drawn)	10.4%
COc1ccc2c(c1)O[C@H](c1ccc3c(c1)OCO3)[C@@H](OC(=O)NC1CCCC1)C2=O	-4.8%
CCC1=C(OC(=O)N(CC)CC)N2C(=O)OC(=NCC3CC3)[C@]2(C)[C@H]2C1=CC[C@H]1C(=O)N(C)C(=O)[C@H]12	-5.2%
O=C(COc1ccc2ccccc2c1)NNC(=O)c1ccc([N+](=O)[O-])cc1	4.9%
O=C(CSc1nnc(NCc2ccccc2)s1)NC1CCS(=O)(=O)C1 (stereo not drawn)	-8.0%[57.5 µM]
CCOc1ccc(-c2cc3cc(OC)c(OC)cc3c(C)n2)cc1	2.7%
OC(COCC(F)(F)C(F)(F)C(F)(F)C(F)F)Cn1c2ccccc2c2ccccc21 (stereo not drawn)	12.3%
COc1cccc(CN(C)Cc2nc(Cc3ccccc3Cl)no2)c1	7.1%
CCN(CC)C(=O)N1CCc2ccccc21	-14.1%
COc1cccc(/C(O)=C/C(=O)C(=O)Nc2ccc(S(=O)(=O)NC(C)=O)cc2)c1	-9.8%
CC1CCN(C(=O)c2cc3ccccc3c(=O)o2)CC1	5.2%
CC(=O)NNc1ncnc2c1cnn2-c1ccccc1	3.8%
CC(C)(C)c1ccc(C(=O)C2CCCN(C(=O)CN3CCCC3=O)C2)cc1 (stereo not drawn)	-15.0%[57.5 µM]
O=c1cc(Nc2ccc3c(c2)OCCO3)[nH]c(=O)n1C1CCCCC1	3.4%
Cc1nc2ccc(NC(=O)c3cc([N+](=O)[O-])cc([N+](=O)[O-])c3Cl)cc2s1	7.0%
CCSc1nnc(NC(=O)c2ccccc2C)s1	-0.3%
COc1ccc(Cc2nnc(NC(=O)Cc3cccs3)s2)cc1OC	-7.4%
CCOc1cc(/C=N/NC(=O)CSc2nnc(C)s2)ccc1OCc1ccccc1Cl	-11.8%
Cc1[nH]c2ccccc2c1SCC(=O)NC1CCCCC1	2.7%
(listing goes on)
SMILES	ERK EGF inh
COc1cccc(CN(C)CC(=O)Nc2cccc(S(N)(=O)=O)c2)c1OC	-1.1%
N#Cc1ncc(-c2ccc3c(c2)OCCOCCOCCOCCO3)nc1C#N	-2.8%
S=c1[nH]cc(-c2ccccc2)n1-c1ccccc1Cl	6.1%
Cc1nonc1C(=O)N/N=C/c1ccc(O)c(O)c1	19.0%
CCC(C)(C)n1nnnc1C(c1ccc2ncccc2c1)N1CCN(c2ccc(O)cc2)CC1 (stereo not drawn)	17.9%[57.5 µM]
COC(=O)c1ccc(S(=O)(=O)NC(C)(C)C)n1C	3.6%[57.5 µM]
O=C(O)c1ccccc1C(=O)c1ccc(Oc2ccccc2)cc1	12.3%
CCCCOc1ccc(/C=C/C(=O)Nc2ccc(C(N)=O)cc2)cc1	-2.3%
CC(=O)c1ccc2c3c(cccc13)C(=O)N(CCc1ccccc1)C2=O	-4.4%
CCC(C)C(NC(=O)C(C)NC(=O)CNC(=O)OC(C)(C)C)C(N)=O (stereo not drawn)	-4.5%
S=C1NCCc2ccccc2C1c1ccccc1Cl (stereo not drawn)	12.1%
Cc1ccc(C(=O)COC(=O)c2ccc3c(c2)C(=O)N(c2cccc4ncccc24)C3=O)cc1	4.4%
COc1ccc(CNC(=O)c2onc(C)c2Cl)cc1	-2.3%
CCOC(=O)C1(C)NC(c2cccs2)C2C(=O)N(c3ccc(OC)cc3)C(=O)C21 (stereo not drawn)	0.0%
O=C(CSc1nnc2ccccn12)NCCc1ccc(F)cc1	8.8%
Cc1ccc(NS(=O)(=O)c2cc(C(=O)N(C)C)ccc2C)cc1C	-7.5%
CC(C)(C)[C@@H]1C=C(C(N)=O)O[C@H](OCc2ccc(CO)cc2)C1	-12.3%[57.5 µM]
O=C(Cc1ccc([N+](=O)[O-])cc1)N1CCc2ccccc2C1	0.8%
O=C(CCSCc1ccc(Cl)cc1)NCc1ccco1	6.4%
Nc1nc(F)nc2c1ncn2[C@@H]1O[C@H](CO)[C@@H](O)[C@@H]1O	0.2%
NCCCC[C@H]1CNC(=O)C(=O)N1CCc1cc(C(F)(F)F)cc(C(F)(F)F)c1	0.1%[57.5 µM]
CC(=O)NCCCCCCNC(C)=O	?
CCOC(=O)C1=NN(c2ccccc2)C2C(=O)N(c3ccccc3OC)C(=O)C12 (stereo not drawn)	11.2%[57.5 µM]
Cc1ccccc1C(=O)NNC(=O)c1ccc(Br)cc1	-2.7%
COc1ccc(N=C2NC(=O)/C(=C/C=C/c3ccccc3)S2)cc1	8.3%[57.5 µM]
Further results follow.
SMILES	ERK EGF inh
CN(C)S(=O)(=O)c1ccc(C(=O)NCCSc2ccc(Br)cc2)cc1	0.1%
O=C1c2cccnc2Oc2ccc(Cl)cc2N1Cc1ccc(F)cc1	-2.2%
Oc1ccc(Nc2ccnc3cc(Cl)ccc23)cc1	9.6%[57.5 µM]
Cc1cc(NC(=O)CN2CCC(C)CC2)no1	14.0%
CCOC(=O)c1oc2ccccc2c1NC(=O)CN1CCOCC1	-6.3%
COC(=O)CCC(=O)OC1(C)C(=O)C=C2C=C(C3CC3)N(C(CO)CO)C=C2C1=O (stereo not drawn)	8.9%[57.5 µM]
CC(C)c1ccc(S(=O)(=O)N2CCN(C(=O)c3ccco3)CC2)cc1	-1.0%
CC(C)(C)NC(=O)CSc1nc2ccccc2c(=O)[nH]1	7.4%[57.5 µM]
C/C(=N/OC(=O)c1ccc(Cl)cc1Cl)c1oc(C)nc1C	13.2%[57.5 µM]
CCN(CCO)CCCC(C)Nc1ccnc2cc(Cl)ccc12 (stereo not drawn)	16.9%
CC1(C)[C@H]2CC=C(CN3CCC(N4CCC(C(=O)N5CCCC5)CC4)CC3)[C@@H]1C2	-0.9%
Fc1cc(F)cc(NC(=S)Nc2ccccc2N2CCOCC2)c1	-4.5%
CCOC(=O)c1sc2ncc([N+](=O)[O-])cc2c1N	-6.3%[57.5 µM]
CCCCCOC(=O)CCN1C(=O)/C(=C2\SC(=S)N(CCC(=O)OCCCCC)C2=O)SC1=S	-19.1%[57.5 µM]
CC(=O)Oc1ccc(OC(C)=O)c2c1CC(C)=C(C)C2	-2.1%[57.5 µM]
C/C=C\C(=O)Nc1cccc(C2=NOC3(C2)C[C@@H](C(N)=O)N(C(=O)COc2ccc(Cl)cc2)C3)c1 (stereo partly drawn)	-16.5%[57.5 µM]
O=C(N[C@@H](Cc1c[nH]c2ccccc12)C(=O)O)c1ccc(Cl)cc1	?
O=C(c1ccccc1)c1ccc(COC(=O)c2cnccn2)cc1	-19.1%
Cc1ccc(C(=O)NNC(=O)c2ccccc2-n2cccc2)cc1	-6.0%

Gathered by group, the entries above containing a CF3 group (2)
SMILES	ERK EGF inh
Cn1nccc1NS(=O)(=O)c1ccc(NC(=O)C(F)(F)F)cc1	0.0%[57.5 µM]
NCCCC[C@H]1CNC(=O)C(=O)N1CCc1cc(C(F)(F)F)cc(C(F)(F)F)c1	0.1%[57.5 µM]

Bioassay records as filed in PubChem BioAssay.
